esBAF inh: Bmi1 luciferase reporter increase in mESCs, primary screen, esBAF inhibitor project, mouse ES cells, Bmi1 luciferase knock-in, single point. 24 h; 100% = twice the neutral-well signal. hit rate 2% among 350,000. AID 602393, 2012. reporter increase, % at 12.5 µM; in the data active = activation above about 40%; inconclusive = no clear call, values can overlap the other calls;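 note: 0% = median of the plate's neutral control wells and 100% = double that signal; a rise in the Bmi1 reporter signal indicates esBAF inhibition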
ARNT TACC3 PPI: disruptors of ARNT/TACC3 protein interaction, primary screen, biochemical, AlphaScreen, single concentration; AlphaScreen His-ARNT PAS-B/GST-TACC3 binding, luminescence; TACC3 fragment carries E629A point mutation; AID 623870, 2012; Transforming acidic coiled-coil-containing protein 3 (Homo sapiens), Q9Y6A5; hit rate 0.66% among 390,000; inhibition, % at 9.99 µM;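 active = mean inhibition of replicates at least 50% and at least half of replicates each reaching 50%; inconclusive = half or more replicates reach 50% but mean below 50%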;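 note: 0% = complete ARNT plus TACC3 wells and 100% = ARNT alone without TACC3; many hits fall short of the cut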
ERp5 inh: inhibitors of ERp5-driven insulin aggregation, primary screen, biochemical, turbidity, absorbance 650 nm, single point; hit rate 0.05% among 350,000; inhibition, % at 9.99 µM; 90 min; Protein disulfide-isomerase A6 (Homo sapiens), Q15084;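 active = mean replicate inhibition above about 25%, with every replicate also reaching it, limit read from the data, passing the limit was not always enough; inconclusive = only one of those two criteria met; inactive = neither criterion met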
RAD54 inh: inhibitors of human RAD54 branch migration, primary screen, biochemical, fluorescence, single point | DNA repair and recombination protein RAD54-like (Homo sapiens), Q92698 | RAD54 Holliday junction branch migration, FAM/BHQ fluorescence | inhibition, % at 10.4 µM | hit rate 0.14% among 360,000;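 active = mean normalized replicate activity at least 40 and at least half of replicates scoring 40 or more; inconclusive = only one of the two criteria met; inactive = mean below 40 and under half of replicates reaching 40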;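 note: 0% = median of neutral control wells and 100% = median of positive control wells; inhibitors cause a drop in the FAM fluorescence signal; in these data hits start at about 50%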
Casp6 inh: human caspase-6 inhibitors, primary screen, biochemical, VEID-R110 fluorescence, single point, set 2; P55212; purified caspase-6, Z-VEID-R110 cleavage fluorescence; inhibition, % at 12.5 µM; hit rate 0.53% among 350,000; AID 686996, 2013;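 active = mean inhibition across replicates at least about 35%, with every replicate also reaching that limit, limit read from the data; inconclusive = only one of the two criteria met; inactive = neither criterion met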;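 note: 0% = median of neutral control wells and 100% = no fluorescence left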
Target sequence (P55212 24-179 limits assumed): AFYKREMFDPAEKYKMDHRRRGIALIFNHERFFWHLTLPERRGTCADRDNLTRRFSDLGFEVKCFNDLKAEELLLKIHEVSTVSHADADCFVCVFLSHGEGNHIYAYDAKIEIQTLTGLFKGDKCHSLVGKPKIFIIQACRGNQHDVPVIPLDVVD
Target sequence (P55212 194-293 limits assumed): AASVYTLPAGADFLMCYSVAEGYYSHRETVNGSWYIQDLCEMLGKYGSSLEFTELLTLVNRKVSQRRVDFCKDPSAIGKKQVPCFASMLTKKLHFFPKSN
RAD52 inh: RAD52 DNA annealing inhibitors, primary screen, biochemical, FRET, single point, set 2 | AID 651710, 2012 | recombinant RAD52 DNA annealing, FRET fluorescence | hit rate 0.46% among 360,000 | inhibition, % at 18.7 µM;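 active = every replicate showing at least 50% inhibition; inconclusive = mean inhibition at least 50% but not in every replicate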
E-sel inducer: E-selectin induction in HUVECs, primary screen, imaging, HUVEC, immunofluorescence imaging, single point; P16581; normalized: neutral wells 0, TNF-alpha wells 100; activation, % at 7.58 µM; hit rate 0.37% among 260,000; AID 686992, 2013;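 active = mean E-selectin-positive cell signal at least 10% of the positive control, reached in at least 60% of replicates, without over 20% cell loss; inconclusive = no rule given, readout overlaps actives, possibly toxicity-flagged; inactive = the rest, including those meeting only one limit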;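 note: in these data hits start at about 27%; measured in HUVEC primary endothelial cells; signal is the percent of cells scored E-selectin positive by PE staining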
Target sequence (P16581 whole entry, looked up): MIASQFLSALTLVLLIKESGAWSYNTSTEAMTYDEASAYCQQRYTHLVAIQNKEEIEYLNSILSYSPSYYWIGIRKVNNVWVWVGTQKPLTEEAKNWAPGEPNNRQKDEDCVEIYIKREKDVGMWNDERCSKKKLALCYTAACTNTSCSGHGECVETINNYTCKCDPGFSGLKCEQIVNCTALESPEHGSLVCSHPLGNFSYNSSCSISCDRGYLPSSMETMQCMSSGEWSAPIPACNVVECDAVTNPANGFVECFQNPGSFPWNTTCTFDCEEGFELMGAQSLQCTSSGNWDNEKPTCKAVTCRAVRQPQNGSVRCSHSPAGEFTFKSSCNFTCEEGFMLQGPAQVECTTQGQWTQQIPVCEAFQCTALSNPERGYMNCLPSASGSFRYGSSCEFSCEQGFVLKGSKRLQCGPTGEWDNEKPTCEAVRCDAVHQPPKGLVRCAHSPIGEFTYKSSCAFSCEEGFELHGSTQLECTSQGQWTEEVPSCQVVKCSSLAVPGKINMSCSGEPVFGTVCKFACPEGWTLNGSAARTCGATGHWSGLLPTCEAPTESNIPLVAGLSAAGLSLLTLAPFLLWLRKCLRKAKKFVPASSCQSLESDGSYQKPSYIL
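System: HUVEC / Compound: single concentration / Signal: immunofluorescence imaging / Read-out: percent E-selectin-positive cells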
PglD DTNB: C. jejuni PglD acetyltransferase inhibitors, primary screen, biochemical, DTNB colorimetric, single point; AID 602405, 2012; purified PglD enzyme, DTNB colorimetric CoA detection; inhibition, % at 12.5 µM; UDP-N-acetylbacillosamine N-acetyltransferase PglD (Campylobacter jejuni); hit rate 0.098% among 360,000; in the data active = inhibition above about 16%, passing the limit was not always enough; inconclusive = no clear call, values can overlap the other calls; note: strong numbers were not always called active
Numbers without * were called inactive; ? = inconclusive; . = not tested or not shown.

Below each SMILES: esBAF inh, ARNT TACC3 PPI, ERp5 inh, RAD54 inh, Casp6 inh, RAD52 inh, E-sel inducer, PglD DTNB
1. Cc1ccc(C=Nc2ccccc2C#N)s1
  2, -6, ., -1, ., ., ., -3
2. Oc1ccc(-c2nc3ccccn3c2NCc2ccc3c(c2)OCO3)cc1
  18, 13, ., 10, ., ., ., 2
3. Nc1cc(C(=O)O)ccc1Nc1ccccc1
  8, 6, ., -13, ., ., ., -6
4. CN1CC(=O)N2C(c3ccc(Cl)cc3)c3[nH]c4ccccc4c3C[C@H]2C1=O (stereo partly specified)
  16, 6, 4, 7, 0, -15, -0.2, 4
5. COc1ccc(-c2oc(/N=C/N3CCOCC3)c(C#N)c2-c2ccc(OC)cc2)cc1
  -8, -2, ., -3, ., ., ., 5
6. Cc1noc(C)c1NC(=O)N(C)C[C@@H]1Oc2c(NC(=O)Nc3ccc(C(F)(F)F)cc3)cccc2C(=O)N([C@@H](C)CO)C[C@@H]1C
  3, 1, 4, 10, 1, -2, ., -3
7. NCCCCCCNC(=O)[C@@H]1C[C@@H]2C(=O)NCC(=O)N2[C@@H]1c1ccc(O)cc1
  ., 2, 0, -9, -2, 12, ., -1
8. COc1ccc(C(=O)/C=C/Sc2nc3ccccc3o2)cc1
  ., -10, 8, -4, 4, -22, -0.1, 0
9. Cc1ccc(NC(=O)CC2=NC(=O)C(CC(=O)Nc3ccccc3F)S2)cc1 (stereo unspecified)
  28, 0, 1, 12, 2, -12, 2.3, -2
10. Cc1noc(C)c1C(=O)N(C)C[C@H]1OCc2ccccc2-c2ccccc2C(=O)N([C@H](C)CO)C[C@@H]1C
  2, -1, 1, 0, 1, 4, 0.1, -1
11. CC(C)NC(=O)c1ccc2c(c1)N(Cc1ccccc1)C(=O)C(C)(C)O2
  -1, -1, -1, -13, 0, -20, ., 1
12. CCN(CC)c1ccc(NC(=O)c2cc3c(OC)cccc3[nH]2)cc1
  18, -2, 4, 0, -2, -11, 0.5, -1
13. COc1ccc(OCCNC(=S)Nc2cccc3ccccc23)cc1
  -3, 3, ., 2, ., ., ., 0
14. CCOC(=O)c1cc2c(=O)n3ccccc3nc2n(CCOC)c1=NC(=O)C(C)(C)C
  -1, -3, ., -8, ., ., 0.6, -8
15. C#CC[N+](C)(C)CCN1C(=O)C2C(c3ccccc3)C=CC(c3ccccc3)C2C1=O (stereo unspecified)
  -5, -5, 2, ., 2, -12, ., .

Carrying on.
Below each SMILES: esBAF inh, ARNT TACC3 PPI, ERp5 inh, RAD54 inh, Casp6 inh, RAD52 inh, E-sel inducer, PglD DTNB
16. CN(c1ccccc1)C(c1ccc(F)cc1)c1nnnn1C1CCCC1 (stereo unspecified)
  -5, -3, 3, 7, 1, -4, ., -1
17. Cc1ccc(S(=O)(=O)N(C)C[C@H]2Oc3ccc(NC(=O)NC(C)C)cc3CC(=O)N([C@H](C)CO)C[C@H]2C)cc1
  2, 1, -2, -8, -1, 5, 0.0, -1
18. COC(=O)C(NC(=O)C(NC(=O)C1CCC(C)CC1)C(C)C)C(C)C (stereo unspecified)
  1, -5, -3, -10, 1, -12, -6.0, 1
19. O=C(Nc1ccccc1)c1nc[nH]c1C(=O)N1CCN(c2ccccc2)CC1
  3, -3, 10, 10, -2, -17, 0.0, -2
20. Cc1cc(Cn2nc(-c3ccccc3)cc2C(=O)NCc2cccs2)on1
  6, -2, -2, -3, -3, -5, -0.1, -1
21. Nc1nc(SCc2ccccc2Cl)[nH]c(=O)c1-c1ccccc1
  14, 2, ., 7, ., ., ., -1
22. COc1ccc(CNC(=O)OCc2nccnc2C(=O)Nc2ccc(Br)cn2)cc1
  26, 6, -2, 2, -1, -5, ., -6
23. C[C@H]1CN([C@@H](C)CO)C(=O)c2ccccc2-c2ccccc2CO[C@H]1CN(C)Cc1ccccc1C(F)(F)F
  ., ., -2, ., -2, 17, -0.5, .
24. CN(C)S(=O)(=O)c1ccc(NC(=O)C2COc3ccccc3O2)cc1 (stereo unspecified)
  9, 3, -4, -1, 0, -14, 0.1, 2
25. CCn1c(CNC(=O)c2ccccc2)nc2ccccc21
  0, 3, 0, 4, -5, 2, ., -2
26. COc1ccc(C(CNC(=O)c2ccc(C)c(S(=O)(=O)N3CCOCC3)c2)N2CCCC2)cc1 (stereo unspecified)
  5, -3, -1, 3, -2, -54, ., -4
27. CCN1CCN(c2ccc(S(=O)(=O)N3CCCCC3)cc2NC(=O)/C=C/c2ccc(OC(F)F)cc2)CC1
  -3, ., 3, 0, 4, -23, 1.6, -2
28. CC1CC(C)(C)NC(=S)N1CCCC(=O)NCc1ccccc1 (stereo unspecified)
  -2, -12, 2, 15, ., -15, ?, .
29. CCCC#Cc1cnc2c(c1)C(=O)N([C@@H](C)CO)C[C@H](C)[C@H](CN(C)C(=O)C1CCOCC1)O2
  3, -8, 11, -5, -3, 10, -0.2, -4
30. O=S(=O)(NC1c2cccc3cccc(c23)C1N1CCNCC1)c1ccc(Cl)cc1 (stereo unspecified)
  ., -10, 6, ., -4, -9, ., .

Carrying on.
Below each SMILES: esBAF inh, ARNT TACC3 PPI, ERp5 inh, RAD54 inh, Casp6 inh, RAD52 inh, E-sel inducer, PglD DTNB
31. O=C(NCCCc1ccccn1)C1CCC(=O)N(Cc2cccc(F)c2)C1 (stereo unspecified)
  0, ., -9, -4, ., -28, ., 2
32. CCCC(=O)Nc1ccc2c(c1)C(=O)N(C)[C@H]1CC[C@H](CC(=O)Nc3cccc(C)c3)O[C@@H]1CO2
  3, -3, ., -3, ., ., 0.2, -2
33. CC(C)CC#Cc1ccc2c(c1)O[C@@H](CN(C)CC1CCOCC1)[C@@H](C)CN([C@H](C)CO)S2(=O)=O
  -8, 5, 3, -1, -4, 13, -0.1, 2
34. COc1ccc(C(=O)Nc2cc(S(=O)(=O)N3CCCC3)ccc2Cl)cc1
  5, -1, 4, 1, -4, -4, -0.1, -1
35. CC(=O)Nc1nc2ccc(C(=O)NCCOC(=O)C3CCCCC3)cc2s1
  ., -6, -7, -2, 1, -5, ., 5
36. CCCCNC(=O)C1(C)CCN1C(=O)c1cccc2c1OCCO2 (stereo unspecified)
  -6, ., 0, -5, 14, -9, 0.0, 3
37. COc1cc(OC)cc(C2=Cc3ccc(OC)cc3C(CC(C)=O)N2c2ccc(C#CCCO)cc2)c1 (stereo unspecified)
  ., ., -9, ., -4, -18, 0.0, .
38. c1ccc2c(COn3nnc4ccccc43)cccc2c1
  56*, -6, ., -16, ., ., ., 0
39. C[C@H]1CN([C@@H](C)CO)C(=O)Cc2cc(NC(=O)Nc3cccc4ccccc34)ccc2O[C@@H]1CN(C)Cc1ccccc1
  2, 13, 1, -13, -2, 23, -0.1, -2
40. N#C/C(=C\c1ccccc1)C(=O)N1CCN(c2ccccc2F)CC1
  2, 7, 7, 0, ., -10, ., -1
41. C[C@@H]1CN([C@H](C)CO)C(=O)c2ccccc2-c2ccccc2CO[C@H]1CN(C)C(=O)Nc1ccc(F)cc1
  7, -2, -3, -6, -1, 10, -0.2, -1
42. CCOc1cccc(NC(=O)CSc2nncn2N)c1
  0, 5, 3, -7, 0, 4, ., 10
43. NCCS
  -2, 2, -1, -3, 0, 21, -0.2, 2
44. CC(NC(=O)COc1ccccc1F)C1CC2CCC1C2 (stereo unspecified)
  ., -6, -1, ., 1, -5, ?, .
45. CN(C)/C=C(/C(=O)c1ccc(Cl)cc1)S(C)(=O)=O
  ., -1, -2, ., -1, -11, ., .

Later entries
Below each SMILES: esBAF inh, ARNT TACC3 PPI, ERp5 inh, RAD54 inh, Casp6 inh, RAD52 inh, E-sel inducer, PglD DTNB
46. Cc1ccc(Cn2cc(/C=N/Nc3ccc([N+](=O)[O-])cn3)c3ccccc32)cc1
  45*, ., -2, 3, 1, -16, ., 2
47. COc1cc(NC(=O)C23CC4CC(C2)CC(n2cnc([N+](=O)[O-])n2)(C4)C3)cc(OC)c1
  3, 3, ., 3, ., ., ., 2
48. CC(C)(C)C(=O)/C=c1\[nH]c(=O)/c(=C\c2ccccc2F)s1
  ., 1, -4, ., 1, -24, 1.0, .
49. CC1(C(=O)Nc2cccc(Oc3ccccc3)c2)CCN1C1Cc2ccccc2C1 (stereo unspecified)
  -4, ., -3, -1, 1, -6, -0.8, -1
50. O=C(CCS(=O)(=O)c1ccc(Br)cc1)Nc1ccccc1Cl
  -4, 1, 7, 9, 6, 1, ., -4
51. Cc1ccc(S(=O)(=O)N2CCOCC2)cc1NC(=O)CSc1ccccn1
  -3, 0, -6, -6, 0, -36, 1.7, 10
52. NC(=O)CC(NC(=O)Cc1ccc(Br)cc1)c1ccc(NCc2ccc(F)c(F)c2)c([N+](=O)[O-])c1 (stereo unspecified)
  3, -8, ., -5, ., ., 1.0, -2
53. CSc1ccccc1C(=O)Nc1ccc2c(c1)CCC2
  ?, -10, 4, -12, 0, -29, 0.5, -17
54. CC(=O)Nc1ccc(S(=O)(=O)NC2(C(F)(F)F)NC(=O)N(CC(C)C)C2=O)cc1 (stereo unspecified)
  ., -8, -2, ., 5, -14, ., .
55. CN(C)C(=O)c1ccc(-c2cccc(-c3nc(C(=O)NC4CCCCC4)cc4c3[C@H](CCO)N([S@@](=O)C(C)(C)C)C4)c2)cc1
  2, 11, 2, -4, -6, 6, 0.8, 0
56. COc1ccccc1CNC(=O)C[C@@H]1C[C@@H]2c3cc(NS(=O)(=O)c4ccc(F)cc4)ccc3O[C@@H]2[C@H](CO)O1
  6, 3, 5, -13, 1, -2, -0.1, 1
57. CCOCc1cn(CC(=O)c2ccc(Cl)cc2)c(C)nc1=N
  -1, -9, ., 0, ., ., ., -6
58. Nc1nc2c(ncn2[C@@H]2O[C@H](C(=O)NCCc3c[nH]c4ccccc34)[C@@H](O)[C@H]2O)c(=O)[nH]1
  ., ., 0, ., 3, 13, 0.8, .
59. Cc1cccc(N2CCN(S(=O)(=O)c3cc(-c4cc(C)no4)ccc3C)CC2C)c1 (stereo unspecified)
  -29, -3, -4, 12, -4, -16, 3.4, 1
60. COc1ccccc1C(=O)Nc1ccc(NC(=O)c2ccco2)cn1
  64*, -3, 0, ., -3, -12, ., .
61. COc1ccccc1NC(=S)N1CC(C)(C)C1=O
  -8, -3, 1, -7, -1, 1, -0.1, -4

Laid out differently: results already given
46) Cc1ccc(Cn2cc(/C=N/Nc3ccc([N+](=O)[O-])cn3)c3ccccc32)cc1
47) COc1cc(NC(=O)C23CC4CC(C2)CC(n2cnc([N+](=O)[O-])n2)(C4)C3)cc(OC)c1

entry no.	46	47
esBAF inh	45*	3
ARNT TACC3 PPI	.	3
ERp5 inh	-2	.
RAD54 inh	3	3
Casp6 inh	1	.
RAD52 inh	-16	.
E-sel inducer	.	.
PglD DTNB	2	2

Assay outcomes deposited in PubChem by Broad Institute.
